High-throughput results: PubChem, National Center for Advancing Translational Sciences (NCATS)
ALDH1A1 inh = qHTS Assay for Inhibitors of Aldehyde Dehydrogenase 1 (ALDH1A1); Aldehyde dehydrogenase 1A1 (Homo sapiens), P00352; Potency, µM (titrated, usually from 75.3 µM), without a hit: top-dose activity, negative = inhibition, hits mostly inhibitors; 220,000 compounds, 7.3% hits; Purified ALDH1A1, NADH fluorescence, propionaldehyde substrate; active = well fitted inhibition curve with a large enough effect, not every such curve was filed as active; inconclusive = small, poorly fitted or top-dose-only effect, or another doubt; inactive = no such curve, though single readings can be large or run the other way;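 also: plate controls were no enzyme wells and a reference inhibitor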
KDM4E inh = qHTS Assay for Inhibitors of Human Jumonji Domain Containing 2E (JMJD2E) | 230,000 compounds, 1.6% hits | Lysine-specific demethylase 4E (Homo sapiens), B2RXH2 | JMJD2E catalytic domain, FDH-coupled NADH fluorescence (FDH is formaldehyde dehydrogenase) | Potency, µM (doses to about 57.1 µM), without a hit: top-dose activity change, negative = inhibition, most hits filed as inhibitors; active = well fitted inhibition curve with a large enough effect, not every such curve was filed as active; inconclusive = small, poorly fitted or top-dose-only effect, or another doubt; inactive = no such curve, though single readings can be large or run the other way;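 also: 0% = wells with enzyme and -100% = buffer wells without enzyme; nearly all actives have a fitted effect of over 50% in size; many of its hits are not listed in these tables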
Target sequence (B2RXH2 1-337 limits assumed): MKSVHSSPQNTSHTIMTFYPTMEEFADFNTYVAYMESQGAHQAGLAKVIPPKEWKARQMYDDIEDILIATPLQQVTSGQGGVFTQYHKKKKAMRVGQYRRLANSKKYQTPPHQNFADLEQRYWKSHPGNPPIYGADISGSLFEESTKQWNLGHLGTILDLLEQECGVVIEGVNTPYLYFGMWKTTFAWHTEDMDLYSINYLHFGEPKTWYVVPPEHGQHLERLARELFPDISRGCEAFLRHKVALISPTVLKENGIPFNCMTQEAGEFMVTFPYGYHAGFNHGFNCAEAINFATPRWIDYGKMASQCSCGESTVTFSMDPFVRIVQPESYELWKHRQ
Luc counter = Counterscreen for Luciferase (Kinase-Glo TM) Inhibition | Kinase-Glo luciferase, ATP luminescence, 8 min | Potency, µM (doses to about 38.3 µM), without a hit: top-dose activity change, negative = inhibition, usual class: inhibitors | 200,000 compounds, 0.28% hits; also: % is scaled to controls: 0 for no effect and ±100 for the full control effect; nearly all actives have a fitted effect of over 60% in size
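Substrate mix (final 50 mM imidazole pH 7.2, 50 mM KCl, 7 mM MgCl2, 10 uM ATP, 0.01% Tween 20, 0.05% BSA) plus pin-tool compound, then Kinase-Glo detection mix; 8 min ambient, luminescence read.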
RECQ1 helicase = qHTS Assay for Inhibitors of RecQ-Like Dna Helicase 1 (RECQ1); ATP-dependent DNA helicase Q1 (Homo sapiens), P46063; 240,000 compounds, 0.54% hits; RECQ1 DNA unwinding, red fluorescence kinetic read; Potency, µM (doses to about 57.3 µM), inactives show at the highest dose activity, negative = inhibition, hits mostly inhibitors;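 also: plate controls were vehicle for no effect and no enzyme for full effect; nearly all actives have a fitted effect of over 30% in size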
Target sequence (P46063 whole entry, looked up): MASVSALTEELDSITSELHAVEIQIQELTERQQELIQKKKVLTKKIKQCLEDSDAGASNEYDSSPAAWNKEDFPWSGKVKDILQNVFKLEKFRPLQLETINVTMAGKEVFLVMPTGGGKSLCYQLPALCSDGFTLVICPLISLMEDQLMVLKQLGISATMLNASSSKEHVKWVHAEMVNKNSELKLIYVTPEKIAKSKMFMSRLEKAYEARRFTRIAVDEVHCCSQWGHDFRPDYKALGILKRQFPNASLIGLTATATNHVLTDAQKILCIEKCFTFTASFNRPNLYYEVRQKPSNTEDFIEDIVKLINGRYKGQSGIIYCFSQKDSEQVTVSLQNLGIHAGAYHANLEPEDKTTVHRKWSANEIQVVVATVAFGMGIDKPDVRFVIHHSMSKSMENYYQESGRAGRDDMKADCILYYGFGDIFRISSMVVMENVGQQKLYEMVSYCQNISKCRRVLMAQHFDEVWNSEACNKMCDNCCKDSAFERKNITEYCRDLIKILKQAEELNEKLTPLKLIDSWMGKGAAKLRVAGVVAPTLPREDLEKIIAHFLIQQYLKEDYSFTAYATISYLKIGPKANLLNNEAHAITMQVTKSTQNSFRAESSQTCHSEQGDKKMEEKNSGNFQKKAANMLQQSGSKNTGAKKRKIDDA
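RECQ1T1 50 nM; forked duplex (20 bp + 30-nt ss tails) 200 nM, ATP 2 mM final; pH 8.0, 2 mM MgCl2, 2.5 ug/ml poly(dI-dC); 15 min compound preincubation; discontinuous kinetic read over 2 h at RT.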
Tau fibril ThT = qHTS for Inhibitors of Tau Fibril Formation, Thioflavin T Binding | recombinant tau K18 P301L (four-repeat tau fragment), heparin-induced fibrillization, ThT fluorescence | 270,000 compounds, 2.1% hits | Potency, µM (top dose mostly 57.4 µM), inactives show at the highest dose activity, negative = inhibition, actives largely listed as inhibitors | Microtubule-associated protein tau (Homo sapiens), P10636; also: % is scaled to controls: 0 for no effect and ±100 for the full control effect; nearly all actives have a fitted effect of over 55% in size
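Heparin-induced (20 uM) aggregation of recombinant human K18 P301L tau, 15 uM unlabeled with 0.24 uM labeled, pH 7 acetate buffer, 6 hr at 37 C with compound. Fibrils quantified by 30 uM ThT fluorescence after 1 hr ambient incubation.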
Lamin A splicing = qHTS Assay for Modulators of Lamin A Splicing; HeLa LMNA splicing GFP/RFP minigene ratio, 48 h; Potency, µM (titrated, usually from 46.1 µM), for inactives: top-dose ratio change, negative = inhibition, actives largely listed as inhibitors; 200,000 compounds, 0.01% hits; AID 1487, 2009; active = well fitted inhibition curve with a large enough effect in the signal ratio, with a control signal flat, not every such curve was filed as active; inconclusive = small, poorly fitted or top-dose-only effect, or effect the other way, or a change in a side signal; the % refers to the signal ratio; also: % is scaled to controls: 0 for no effect and ±100 for the full control effect
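Read-out is the ratio of GFP to DsRed2 object intensity, acquired by 488 nm laser-scanning cytometry on HeLa lamin A-EGFP minigene reporter cells. Compound incubation 48 hrs at 37 °C in Opti-MEM with 2% FBS; DMSO 0.5% final.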
SMN2 splice up = qHTS Assay for Enhancers of SMN2 Splice Variant Expression; HEK293 SMN2-luciferase splicing reporter, luminescence, 30-36 h; Potency, µM (titrated, usually from 46.1 µM), for the others: at the top dose activity change, positive = activation, usual class: activators; 210,000 compounds, 2.8% hits; also: % of control where 0% means no effect; nearly all actives have a fitted effect of over 55% in size
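HEK293 cells carry an SMN2 […]–luciferase reporter in which exon 7 inclusion puts luciferase in frame. Cells were plated 10-12 h before compound addition, then incubated 30-36 h at 37C. ONE-Glo luminescence was read; sodium butyrate at 4.5 mM final served as control.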
L3MBTL1 inh = qHTS Assay for the Inhibitors of L3MBTL1 | Potency, µM (titrated, usually from 57.1 µM), without a hit: at the highest dose activity, negative = inhibition, actives largely listed as inhibitors | AlphaScreen L3MBTL1–H3K9me1 peptide binding | 230,000 compounds, 0.66% hits | Lethal(3)malignant brain tumor-like protein 1 (Homo sapiens), Q9Y468; also: % is scaled to controls: 0 for no effect and ±100 for the full control effect; nearly all actives have a fitted effect of over 60% in size
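Displacement of a biotinylated histone H3(1-15) peptide monomethylated at Lys9 (75 nM) from L3MBTL1 (50 nM) was measured by AlphaScreen after a 30 min room-temperature compound incubation; cefsulodin titration served as intraplate control.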
Active calls of the source: *; i = inactive; ? = inconclusive; . = not tested or not shown; & = joins results of further samples; [ ] = remark or other dose. Unless noted, calls follow the shape of the dose curve; as a rule, active = well fitted curve in the direction sought with a large enough effect; inconclusive = small, poorly fitted or top-dose-only effect, or another doubt; inactive = no such curve, though single readings can be large; an effect the other way counts as inactive or inconclusive. Potency is read from the fitted curve at half-maximal effect. An excerpt. The share of hits here may be higher or lower than overall.

Every second line gives: ALDH1A1 inh | KDM4E inh | Luc counter | RECQ1 helicase | Tau fibril ThT | Lamin A splicing | SMN2 splice up | L3MBTL1 inh
- O=C(CC(Nc1ccccc1)c1ccccc1)C1CC1 (stereo not given)
  2% | 3% | . | -8% | -2% | . | . | 0%
- CCCCCCn1c(C)nc2c(c1=O)c1nc3ccccc3nc1n2/N=C/c1ccco1
  ? | ? | -2% | i | ? | -11% | 19% | .
- Cc1ccc(NC(=O)Cn2cnc3sc(C(=O)NCCN(C)C)c(C)c3c2=O)cc1Cl
  13% | 3% | -2% | 11% | -11% | ? | ? | 35%[activator]
- C/C(=N\N(Cc1ccccc1)c1ccccc1)c1cccnc1
  -4% | -5% | 3% | i | -16% | -1%[46 µM] | 0% | -23%
- Cc1ccccc1NC(=O)C1(C)Cc2ccccc2C(=O)O1 (stereo not given)
  6% | 5% | 3% | -3% | -6% | -7% | -29% | 3%
- O=C(NCc1cccnc1)c1cccc(F)c1
  -4% | -1% | 0% | -2% | -11% | -3% | 48% | .
- CC(C)NC(=O)N1CCN(c2ccncc2S(=O)(=O)N2CCOCC2)CC1
  -2% | 3% | 0% | -3% | -4% | 8% | -6% | 26%
- Cc1nc(-c2ccc(S(=O)(=O)Oc3ccc(Cl)cc3Cl)s2)cs1
  . | -30% | . | -20% | -13% | . | . | 34%[activator]
- CCC(C)C(NC(=O)[C@@H](NC(=O)c1ccccc1F)C(C)C)C(=O)OC (stereo not given in full)
  1% | 4% | 6% | -4% | -10% | 5% | 13% | .
- N#Cc1c(-c2ccco2)cc(-c2ccccn2)nc1N
  ? | ? | -3% | -11% | ? | -13% | 47% | .
- Cc1ccc(-c2csc3nnc(SCc4csc(C)n4)n23)cc1
  -14% | 4% | 5% | i | -8% | -15% | 17% | .
- CC(=O)Nc1nc(C)nc(-c2ccccc2OC(C)=O)n1
  -1% | 3% | -2% | -5% | -3% | -8% | 38% | -19%[11.4 µM]
- Cc1ccc2c(c1)C=CC(C)(C)S2=O (stereo not given)
  0% | 3% | 0% | i | 0% | 9% | 14% | -2%
- COc1ccccc1NC(=O)CN1CCN(CC(=O)Nc2ccc3c(c2)OCO3)CC1
  11µM* | 2% | 1% | -10% | 0% | 1% | -15% | .
- c1ccc(CSc2nnc3ccc(-c4ccncc4)nn23)nc1
  15% | 3% | 2% | 0% | 3% | 31%[46 µM] | 7% | 12%
- CCO[C@H]1OC(C(=O)NC2CC2)=C[C@@H](c2csc3ccccc23)[C@@H]1CCCO
  ? | 2% | . | -15% | -2% | . | . | 7%
- O=C1CC(c2cccs2)CC2=C1C(c1ccccc1)n1ncnc1N2 (stereo not given)
  ? | -12% | 2% | i | -3% | -17% | ? | .
- CCOC(=O)C[n+]1c(C)sc2ccc(OC)cc21
  6.3µM* | -7% | -1% | i | 28µM* | 14% | -1% | 1%
- COc1ccc(CC(=O)OCc2cc3ccc(C)cc3[nH]c2=O)cc1
  ? | ? | -1% | i | -7% | 3% | -3% | 0%
- O=C(CSc1ncn[nH]1)Nc1cc(S(=O)(=O)N2CCCC2)ccc1Cl
  16µM* | ? | 0% | i | 0% | . | -6% | 3%
- COc1ccc(Cl)cc1NC(=S)Nc1cccc(C)c1
  -8% | -9% | -2% | i | -8% | -13%[46 µM] | 3% | 0%
- COc1ccc(-c2cc(C(=O)NCc3ccc(Cl)cc3)no2)cc1OC
  4% | 1% | -2% | i | 3% | -12% | 11% | 10%
- O=C(/C=C/c1ccc(-c2ccc(F)cc2)o1)N1CCCC1
  ? | ? | . | 0% | ? | . | . | .
- Cc1noc(/C=C/Nc2ccc(F)cc2F)c1[N+](=O)[O-]
  1.3µM* | -1% | ? | -14% | 3.2µM* | ? | 4µM* | 18%
- COc1cccc(/C=N/NC(=O)c2ccc(N(C)S(=O)(=O)c3ccccc3)cc2)c1OC
  ? | -2% | 2% | -2% | -5% | . | -38%[inhibitor] | .
- CC(C)N1CCC(NC(=O)NC2CCCCC2)CC1
  -5% | 11% | 8% | -4% | 4% | . | . | -1%
- Cc1cc([N+](=O)[O-])ccc1NC(=O)C(C)[n+]1ccccc1 (stereo not given)
  9% | -3% | -2% | i | -3% | 18%[46 µM] | -9% | .
- CCOCCCn1c(=N)c(C(N)=S)cc2c(=O)n3cccc(C)c3nc21
  ? | ? | 0% | 13% | -14% | -20% | -5% | -5%
- CCOc1ccc(NC(=O)c2cc3cc4ccc(OC)cc4nc3o2)cc1
  ? | ? | 2% | -2% | ? | 15% | -26% | .
- C=CCSc1nnc(-c2cccnc2)o1
  -13% | -6% | 0% | -3% | -5% | -2% | ? | -15%

Continued.
Every second line gives: ALDH1A1 inh | KDM4E inh | Luc counter | RECQ1 helicase | Tau fibril ThT | Lamin A splicing | SMN2 splice up | L3MBTL1 inh
- Cc1cccc(OCC(O)Cn2c(=N)n(CCN3CCCCC3)c3ccccc32)c1 (stereo not given)
  ? | -3% | -1% | -1% | -15%&-11% | ? | -18%&-41% | -3%
- CCOC(=O)C1(Cc2ccccc2C)CCCN(C(=O)c2ccnn2C)C1 (stereo not given)
  8% | 14% | . | i | -8% | . | . | 40%[activator]
- CCCc1cc(=O)[nH]c(SCC(=O)c2c(C)[nH]c3ccccc23)n1
  . | 6% | . | -1% | ? | . | . | -2%
- O=C(CCS(=O)(=O)c1ccc(Br)cc1)NCc1cccs1
  -5% | 8% | 1% | ? | -4% | -14% | . | .
- O=C(COC(=O)c1cccc(S(=O)(=O)N2CCCC2)c1)NCc1ccccc1
  -6% | 0% | -1% | 1% | 0% | 11%[46 µM] | 12% | .
- CCOc1ccc(N2C(=O)CC(N(Cc3ccco3)C(C)=O)C2=O)cc1 (stereo not given)
  20µM* | -6% | 0% | i | 3% | . | . | 5%
- Cn1cccc1/C=C(\C#N)c1ccccc1
  -10% | 10% | 3% | -5% | -19% | -10%[46 µM] | -16% | .
- O=C(COC(=O)c1ccc(NS(=O)(=O)c2cccs2)cc1O)NC1CCCCC1
  . | 1% | . | -1% | -8% | . | . | 5%
- CC(C)Cc1nc2sc3c(NCc4ccco4)ncnc3c2c2c1COC(C)(C)C2
  ? | ? | 2% | -5% | -9% | -4% | -3% | -4%
- CCc1cc(=O)oc2cc3occ(C)c3cc12
  ? | -1% | -3% | -3% | 8% | -6% | -26% | 5%
- COc1ccc(C(=O)Cn2nnc(-c3ccccc3NC(=O)C3CC3)n2)cc1
  -9% | 3% | -2% | i | -1% | -5% | -17% | 4%
- CCOc1ccccc1NC(=O)c1ccccc1N(C)S(C)(=O)=O
  2% | 6% | 3% | -6% | -5% | -2% | . | .
- OC(COc1ccc2c(c1)CCC2)Cn1cnc2ccccc21 (stereo not given)
  ? | 1% | 3% | -22% | 1% | ? | -34%[inhibitor] | .
- COc1cc(NC(=O)c2ccccc2)c(OC)cc1NC(C)=O
  -8% | -5% | -2% | 1% | -3% | -11% | . | 24%[11.4 µM]
- CCC(C)c1ccc(OCCCCN2CCOCC2)cc1 (stereo not given)
  ? | -14% | -5% | -10% | -13% | 5% | -19% | .
- CC(=Nc1ccccc1O)c1sc2ccccc2c1O
  . | ? | . | -3% | 5µM* | . | . | -2%
- O=C(O)/C=C/C(=O)Nc1ccc(F)cc1F
  25µM* | -4% | 6% | -1% | -12% | 14% | 1% | -4%
- COc1ccc(-c2nnc(SCc3nc4ccccc4c(=O)[nH]3)o2)cc1
  -1% | 4% | . | -2% | ? | . | . | -1%
- COc1ccc(CCNC(=O)c2ccc(CNc3nc(=S)[nH]c4ccccc34)cc2)cc1OC
  -5% | 7% | 1% | -4% | -1% | -11%[46 µM] | -24% | 3%
- COc1ccc(NC2=CC(=O)CC(c3ccccc3)C2)c(OC)c1 (stereo not given)
  10% | -11% | -3% | -2% | -11% | 1% | . | -7%
- COCC(=O)N1CCC2(CCCN(c3ccccn3)C2)CC1
  ? | . | -1% | i | . | . | -4% | .
- CCCCCC(=O)Nc1ccc(-c2csc(C)n2)cc1
  ? | 10% | -3% | i | 6% | ? | ? | 28%
- COc1ccc(C(OCCN2CCC[C@@H](C(=O)O)C2)(c2ccc(OC)cc2)c2ccc(OC)cc2)cc1
  4% | 4% | 0% | -10% | -13% | . | . | .
- C#CCOC(=O)Nc1cccn(Cc2c(Cl)cccc2Cl)c1=O
  -16% | ? | -4% | -1% | 3% | ? | 8% | -5%
- Cc1ccc(C)c(NC(=O)COc2cccc3c2CCN(Cc2ccccc2)C3=O)c1
  -9% | -7% | 3% | -13% | ? | ? | -6% | -3%
- Cn1c(=O)[nH]c(=O)c2c1nc(SCC(=O)Nc1ccccc1)n2Cc1ccccc1
  ? | 2% | 1% | 1% | -9% | -13% | 7% | 2%
- Cn1nnc2cc(C(=O)Nc3ccc(Cl)cc3)ccc21
  10% | ? | 3% | i | -3% | 7%[46 µM] | 18% | 9%
- CCc1nc2n[nH]c(N)c2c2c1CSC(C)(C)C2
  6% | -6% | 1% | -3% | -4% | ? | -11% | 0%
